HePTP inh – blocks human HePTP tyrosine phosphatase. P35236. recombinant HePTP phosphatase activity, OD absorbance. inhibition, % at 20 µM. actives 0.64% (n = 110,000). AID 521; in the data active means inhibition above about 50%;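 further: plate controls were vehicle for no effect and reference inhibitor for full effect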
Target sequence (P35236 whole entry, looked up): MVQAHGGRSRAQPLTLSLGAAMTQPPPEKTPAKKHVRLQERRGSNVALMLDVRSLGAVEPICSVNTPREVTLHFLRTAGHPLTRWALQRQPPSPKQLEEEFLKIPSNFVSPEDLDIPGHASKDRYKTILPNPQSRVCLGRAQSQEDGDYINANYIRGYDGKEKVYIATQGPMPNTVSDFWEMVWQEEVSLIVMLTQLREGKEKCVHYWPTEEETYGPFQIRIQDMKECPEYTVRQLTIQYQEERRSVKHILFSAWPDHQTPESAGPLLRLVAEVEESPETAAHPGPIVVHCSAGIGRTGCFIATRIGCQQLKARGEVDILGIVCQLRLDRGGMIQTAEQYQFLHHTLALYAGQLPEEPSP
BAP1 block – blocks human BAP1 ubiquitin-AMC hydrolysis. Q92560. recombinant BAP1, Ub-AMC hydrolysis fluorescence kinetic; active compounds read low. activity remaining (% of control), % at 20 µM. actives 0.48% (n = 72,000). AID 436;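 active means activity remaining at or below 50% of control, provided the compound also passes the data quality filters; inactive means the rest, including low values that fail the filters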;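 further: 100% = DMSO wells rate and 0% = substrate alone blank rate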
Target sequence (Q92560 whole entry, looked up): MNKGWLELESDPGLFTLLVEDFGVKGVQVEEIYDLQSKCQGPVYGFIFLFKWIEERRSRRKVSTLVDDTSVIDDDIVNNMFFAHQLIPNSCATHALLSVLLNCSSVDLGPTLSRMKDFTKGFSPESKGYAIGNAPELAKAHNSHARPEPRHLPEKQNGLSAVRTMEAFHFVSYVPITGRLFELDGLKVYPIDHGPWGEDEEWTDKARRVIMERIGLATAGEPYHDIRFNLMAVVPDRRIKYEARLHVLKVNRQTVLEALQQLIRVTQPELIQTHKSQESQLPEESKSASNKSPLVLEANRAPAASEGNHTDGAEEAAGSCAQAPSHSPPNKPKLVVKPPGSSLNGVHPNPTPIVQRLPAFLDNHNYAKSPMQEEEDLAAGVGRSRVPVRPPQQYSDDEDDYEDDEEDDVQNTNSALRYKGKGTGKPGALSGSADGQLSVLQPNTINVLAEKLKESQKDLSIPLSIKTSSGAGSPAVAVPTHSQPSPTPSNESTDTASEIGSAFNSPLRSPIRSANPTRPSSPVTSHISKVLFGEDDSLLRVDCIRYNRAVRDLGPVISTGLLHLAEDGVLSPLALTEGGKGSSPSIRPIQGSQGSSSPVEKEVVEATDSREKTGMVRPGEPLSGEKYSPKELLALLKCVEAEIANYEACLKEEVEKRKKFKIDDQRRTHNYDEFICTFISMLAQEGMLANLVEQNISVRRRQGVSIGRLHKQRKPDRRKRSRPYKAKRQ
Active calls of the source: *; x = not tested or not shown.

SMILES	HePTP inh	BAP1 block
O=C(O)CCSc1nnc(-c2ccc3c(c2)OCO3)o1	-1	93
O=C1c2ccccc2C(=O)N1CCCCN(C(=O)c1cc([N+](=O)[O-])ccc1Cl)c1ccc(Cl)cc1	x	93
O=C(c1ccc(Cl)cc1)C1C2C(=O)N(c3ccccc3)C(=O)C2C2CCCN21 (stereo not drawn)	3	x
CCOc1ccccc1NC(=O)CSCc1ccccc1	-2	x
O=c1nc(-c2ccccc2)cn[nH]1	1	x
CC(Oc1cccc(Cl)c1)C(=O)Nc1ccc(C(N)=O)cc1 (stereo not drawn)	3	x
Oc1c(Br)cc(Br)cc1C=Nc1ccc(Br)c2cccnc12	6	x
CCN=C1SC(CC(=O)Nc2ccccc2)C(=O)N1CC (stereo not drawn)	12	106
Cn1c(=O)[nH]c(=O)c2c1nc(SCc1ccccc1Cl)n2CCc1ccccc1	x	64
CSc1ccc(C=Nc2ccc(S(N)(=O)=O)cc2)cc1	7	x

Rewritten field by field: part of the list above
O=C(O)CCSc1nnc(-c2ccc3c(c2)OCO3)o1
  HePTP inh: -1
  BAP1 block: 93

O=C1c2ccccc2C(=O)N1CCCCN(C(=O)c1cc([N+](=O)[O-])ccc1Cl)c1ccc(Cl)cc1
  HePTP inh: x
  BAP1 block: 93

O=C(c1ccc(Cl)cc1)C1C2C(=O)N(c3ccccc3)C(=O)C2C2CCCN21 (stereo not drawn)
  HePTP inh: 3
  BAP1 block: x

CCOc1ccccc1NC(=O)CSCc1ccccc1
  HePTP inh: -2
  BAP1 block: x

Following part
SMILES	HePTP inh	BAP1 block
O=C(c1ccccc1F)N1CCN(c2ccc([N+](=O)[O-])c(NC3CC3)c2)CC1	0	x
Cc1ccccc1NC(=O)C1COc2ccccc2O1 (stereo not drawn)	3	x
CN(C)c1ccc(-c2nc3cc(NC(=S)NC(=O)c4ccco4)ccc3o2)cc1	2	x
CCOc1ccc(N(CC(=O)N2CCOCC2)S(C)(=O)=O)cc1	-8	x
Cc1ccc(S(=O)(=O)NCCCNc2ccc([N+](=O)[O-])cc2)cc1	-8	x
O=C(O)C1C2C=CC3(CN(C4CCCC4)C(=O)C13)O2 (stereo not drawn)	16	96
Cc1cc(OCC(=O)Nc2cccc(I)c2)cc(C)c1Cl	-10	x
COCCCNC(=O)CCc1nc(-c2ccccc2)no1	7	93
CCC(C)c1ccc(NC(=O)c2cc(C(=O)OC)cc([N+](=O)[O-])c2)cc1 (stereo not drawn)	-3	x
CCCOC(=O)c1ccc(NC(=O)c2cccc3ccccc23)cc1	-13	x
O=C(COc1ccccc1)Nn1cnc2ccccc21	4	119
N#Cc1c(N)nc(SCc2ccccc2)c(C#N)c1-c1ccco1	-11	x
COc1ccc(N=Cc2cccs2)cc1	12	x
CCC1Oc2ccccc2N(CC(=O)NCCCN2CCCCC2C)C1=O (stereo not drawn)	-5	98
Cn1c(=O)c2c(nc(CN3CCN(Cc4ccccc4)CC3)n2CCN2CCOCC2)n(C)c1=O	-5	96
OC(C#Cc1ccccn1)c1cccs1 (stereo not drawn)	2	72
O=C(Nc1ccccc1C(=O)NCCc1ccccc1)c1ccco1	3	x
Cc1cc(NC(=O)CSc2cn(CCNC(=O)c3ccc(F)cc3)c3ccccc23)no1	-5	97
CCOC(=O)C1=C(C)NC2=C(C(=O)CC(C)(C)C2)C1c1cccc(C)n1 (stereo not drawn)	7	x
O=C(O)CCCC(=O)Nc1nc(-c2ccccc2)cs1	3	111
COc1ccc(NC(=O)C(CCS(C)(=O)=O)NC(C)=O)cc1 (stereo not drawn)	8	102
COc1ccc(-c2cc(C(=O)Nc3c(C)cc(C)cc3C)c3ccccc3n2)cc1OC	4	x
O=C(OCC(=O)N1CCN(C(=O)c2ccco2)CC1)c1sc2ccccc2c1Cl	7	x
CCN=C(Nc1ccc2c(c1)OCO2)SC1CC(=O)N(c2cccc(Cl)c2)C1=O (stereo not drawn)	-10	x
CC1CCCN(C(=O)c2cc3c(-c4ccc(Cl)cc4)nn(C)c3s2)C1 (stereo not drawn)	3	88
Cn1c(=O)[nH]c(=O)c2c1nc(N1CCCCCC1)n2CCSc1nc2ccccc2o1	0	94
CCN(CC)C(=S)NC(=O)/C=C/c1ccc(OC)c(OC)c1	4	x
ClC(Br)=C(n1cnc2ccccc21)n1cnc2ccccc21	4	112
Cc1c(NS(=O)(=O)c2ccccc2)cccc1-c1nc2ncccc2o1	6	x
CN1/C(=N\O)c2cccc3cccc1c23	3	114
O=C(CSc1nnc(NC(=O)C2CCC2)s1)NC1CC1	-3	101
O=C(NCCN1CCOCC1)c1sc2ccccc2c1Cl	-1	x
CC1CN(C(=O)c2cc3ccccc3oc2=O)CC(C)O1 (stereo not drawn)	5	98
Cc1ccc(N2CC(C(=O)NCc3cccnc3)CC2=O)cc1 (stereo not drawn)	11	89
CC1(C)CC(=O)c2c(oc3ccc(NS(=O)(=O)c4cccc([N+](=O)[O-])c4)cc23)C1	-1	x
COc1ccc(CNC(=O)C2CCCN2S(=O)(=O)c2ccc(C)cc2)cc1 (stereo not drawn)	8	129
COc1ccc(CCNS(=O)(=O)c2ccc(C3CNC(=O)C3)cc2)cc1OC (stereo not drawn)	x	108
Cc1ccc(S(=O)(=O)NC(C)(C)CN2CCCCC2)cc1	-13	x
CCOC(=O)c1c(-c2ccccc2)oc2ccc(Oc3c([N+](=O)[O-])ncn3C)cc12	x	204
Cc1ccc(-c2nnc(SCC(=O)Nc3ccc(F)cc3)o2)cc1	4	x
Cc1cc(C)nc(N2CCC(C(=O)Nc3ccc(Oc4ccccc4)cc3)CC2)n1	4	56
CCCCOc1ccccc1NC(=O)c1ccc(=O)[nH]c1	8	106
Cc1c(C(=O)NCc2ccc3c(c2)OCO3)oc2ccc(S(=O)(=O)N3CCCC3)cc12	-8	x
CCOc1ccc(/C=C2/SC(=S)N(CC(=O)O)C2=O)cc1	7	x
COC(=O)c1ccc(OCC(O)CN(CCO)CCO)cc1 (stereo not drawn)	9	118
Cc1nc2c(c(C)nn2-c2ccccc2)c(C)c1Cl	0	51
CCCNc1nc2c(c(=O)n(C)c(=O)n2C)n1Cc1ccc(F)cc1	-4	92
O=C(O/C(=C/c1nccn1Cc1ccc(Cl)cc1)c1ccccc1)c1ccccc1	-7	x
CCOc1ccc(N2C(=O)S/C(=C\c3ccc(C)cc3)C2=O)cc1	0	x
CC(C)NC(=O)C1CCCN(S(=O)(=O)c2cccs2)C1 (stereo not drawn)	5	75

A different layout for two compounds above.
Structure | HePTP inh | BAP1 block
CCCNc1nc2c(c(=O)n(C)c(=O)n2C)n1Cc1ccc(F)cc1 | -4 | 92
O=C(O/C(=C/c1nccn1Cc1ccc(Cl)cc1)c1ccccc1)c1ccccc1 | -7 | x

Going on with the list.
SMILES	HePTP inh	BAP1 block
O=C(N/C(=C/c1ccc(Br)cc1)C(=O)N1CCOCC1)c1ccccc1	-3	x
Cc1ccsc1-c1nc(CSCC(=O)NCCN2CCCC2)c(C)o1	x	111
COc1ccc(N2CCN(C(c3ccccc3OC)c3nnnn3Cc3ccco3)CC2)cc1 (stereo not drawn)	9	105
CCC1=NN(C(=O)c2ccccc2)C(O)(c2ccc(Br)cc2)C1 (stereo not drawn)	-4	x
O=C1CC(N2CCN(c3ccc(O)cc3)CC2)C(=O)N1Cc1cccs1 (stereo not drawn)	13	141
COC(=O)CNC(=O)C1CCCN1C(=O)CNC(=O)OC(C)(C)C (stereo not drawn)	-5	104
CN(C)c1nnc(-c2ccccc2)c(-c2ccccc2)n1	-10	x
CCCCN1C(=O)/C(=C\c2ccc(N(CC)CC)cc2)SC1=S	4	x
NC(=O)c1ccc(NC(=O)CCN2C(=O)c3ccccc3C2=O)cc1	-6	x
COc1ccc(Oc2ncnc3c2oc2ccc(Br)cc23)cc1	3	87

A draw from above in order of molecular weight, high to low.
SMILES	HePTP inh	BAP1 block
COc1ccc(N2CCN(C(c3ccccc3OC)c3nnnn3Cc3ccco3)CC2)cc1 (stereo not drawn)	9	105
CCC1=NN(C(=O)c2ccccc2)C(O)(c2ccc(Br)cc2)C1 (stereo not drawn)	-4	x
COc1ccc(Oc2ncnc3c2oc2ccc(Br)cc23)cc1	3	87
CCCCN1C(=O)/C(=C\c2ccc(N(CC)CC)cc2)SC1=S	4	x
COC(=O)CNC(=O)C1CCCN1C(=O)CNC(=O)OC(C)(C)C (stereo not drawn)	-5	104
NC(=O)c1ccc(NC(=O)CCN2C(=O)c3ccccc3C2=O)cc1	-6	x

Going on with the list:
SMILES	HePTP inh	BAP1 block
O=S(=O)(c1ccc(F)cc1)N1CCC(N2CCCC2)CC1	12	102
CCCCN(CCCC)CCNC(=O)C(=O)NCc1ccccc1	-4	x
CCOC(=O)C1C(=O)C=C(c2cccc(NS(C)(=O)=O)c2)CC1c1ccco1 (stereo not drawn)	-1	x
CC(=O)Oc1ccc(C(c2ccc(OC(C)=O)cc2)c2ccccn2)cc1	8	73
O=c1nc2s/c(=C\c3cn(-c4ccccc4)nc3-c3cccc([N+](=O)[O-])c3)c(=O)n2nc1Cc1ccccc1	1	x
C=CCn1c(COc2ccc(CC)cc2)nnc1SCC(=O)N(C)C1CCS(=O)(=O)C1 (stereo not drawn)	4	99
N#Cc1c(N=Cc2ccccc2)oc(-c2ccccc2)c1-c1ccccc1	x	73
Cc1ccc(NC(=O)CS(=O)CC(=O)Nc2ccc3c(c2)OCO3)cc1Cl (stereo not drawn)	8	65
Cc1ccccc1C1=N/C(=C\c2ccc(Br)o2)C(=O)O1	60*	x
CN1CCN(S(=O)(=O)c2ccc(Sc3nc4ccccc4[nH]3)c3nsnc23)CC1	1	95
Cn1cccc1Cc1nnc(SCC(N)=O)n1-c1ccc(F)cc1	10	90
CC1CCN(S(=O)(=O)c2ccc(NC(=O)Cn3nnc(-c4ccccc4)n3)cc2)CC1	13	62
CN(C(=O)CSc1nc2ccccc2n1CCc1ccccc1)C1CCS(=O)(=O)C1 (stereo not drawn)	4	97
CCOC(=O)N1CCC(N2C(=O)c3ccccc3C2Nc2ccccc2C)CC1 (stereo not drawn)	9	91
COc1ccc(N(CC(=O)NCc2cccnc2)S(=O)(=O)c2c(C)nn(C)c2C)cc1	-6	86
CC(=O)c1cccc(N=Cc2nc(-c3ccccc3)oc2O)c1	3	x
COc1cc(NC(=O)COc2ccc3ccccc3c2)cc(OC)c1	6	x
CN1CCN(C(=O)CCN2C(=O)S/C(=C/c3ccc(Cl)cc3)C2=O)CC1	4	x
Cc1ccccc1N(CC(=O)NCc1ccc2c(c1)OCO2)C(=O)CCC(=O)Nc1ccccn1	5	89
Cn1c(=O)n(Cc2ccccc2F)c(=O)c2c1nc1n2CCCN1CCc1ccccc1	-4	96
O=C1NC(=O)c2cc(NC(=O)C3CCCCC3)ccc21	8	91
COc1ccccc1-c1nnc(SCC(=O)Nc2cc(C)on2)o1	-2	132
Cc1ccc(-n2c(CNc3ccc(F)cc3)nnc2SCC(=O)NCc2ccco2)cc1	1	81
CSc1nc2sc3c(c2c(=O)n1C)CCC3	-15	x
O=C(NCc1ccccc1Cl)C(=O)Nc1cccc(Cl)c1Cl	-2	x
Cc1nnc(NC(=O)NCN2C(=O)C3C4C=CC(C4)C3C2=O)s1 (stereo not drawn)	-12	98
CCCn1nnc(NC(=O)COc2ccc(Cl)cc2)n1	-6	116
OCCN1CCN(c2nc(N3CCCCC3)nc(N3CCCCC3)n2)CC1	10	x
CCCN1C(=O)c2ccccc2NC1c1ccc(C)cc1 (stereo not drawn)	2	x
COc1ccc(C(=O)NCCn2ccc3ccccc32)cc1OC	-6	91
COc1ccc(C2NC(=O)NC(C)=C2C(=O)Nc2ccc(C)cc2)cc1OC (stereo not drawn)	6	x
Cc1ccc2c(c1)N(Cc1ccncc1)C(=O)C(C)O2 (stereo not drawn)	8	115
COCCn1c(SC(C)C(=O)Nc2ccc3c(c2)OCCO3)nc2ccccc2c1=O (stereo not drawn)	7	92
CCn1c2ccccc2c2cc(NC(=O)N3CCOCC3)ccc21	-10	116
Fc1ccc(NC(=S)N2CCCc3ccccc32)cc1	6	x
CCOC(=O)N1CCC(N2Cc3cccc(C(=O)NCc4ccccn4)c3C2=O)CC1	-1	99
CCN(CC(=O)NCc1ccc(F)cc1)C(=O)C1CCN(C(=O)Nc2ccccc2)CC1	-6	x
CCn1nc(-c2ccccc2)c2nc3ccccc3nc21	4	102
CC(CCc1ccccc1)NC(=O)c1cc2sccc2n1C (stereo not drawn)	2	101
Cc1cc(=O)oc2cc(OCc3ccc(Br)cc3)ccc12	-19	x

A second format for 2 compounds above:
HePTP inh	BAP1 block	SMILES
-10	116	CCn1c2ccccc2c2cc(NC(=O)N3CCOCC3)ccc21
6	x	Fc1ccc(NC(=S)N2CCCc3ccccc32)cc1

Continued.
SMILES	HePTP inh	BAP1 block
O=C(Nc1nc(-c2ccc(S(=O)(=O)N3CCCC3)cc2)cs1)c1cccs1	11	x
COc1ccc(-n2nnnc2-c2cccnc2)cc1	-5	95
COC(=O)C1C(O)=C(C=NCC(C)N=CC2=C(O)C(C(=O)OC)C(C)(C)CC2=O)C(=O)CC1(C)C (stereo not drawn)	6	92
COC(=O)C1=CN(C)C=C(C(=O)OC)C1c1ccsc1	4	x
O=C(c1ccc2nc(NC(=O)C34CC5CC(CC(C5)C3)C4)sc2c1)N1CCCCC1	x	113
COC(=O)C1CCN(C(=O)COC(=O)CC(NC(N)=O)c2ccc(Cl)cc2)CC1 (stereo not drawn)	-4	102
COCCn1c(C)cc(C(=O)COC(=O)C23CC4CC(CC(O)(C4)C2)C3)c1C	13	108
COc1ccc2nc(NC(=O)C3COc4ccccc4O3)sc2c1 (stereo not drawn)	6	95
COc1ccc(CCC(C(O)C(F)(F)F)S(=O)c2ccccc2)cc1 (stereo not drawn)	-5	x
CSC(=Nc1ccc(C)cc1)Nc1ccc(C)cc1	10	x
CCOc1cc(/C=N/n2cnnc2)ccc1OCc1cccc2ccccc12	1	x
COc1ccc(/C(N)=N/OC(=O)Cc2ccc(Cl)cc2)cc1OC	4	x
CCN(CC)C(=O)C1CC(=O)N(c2ccc(F)c(Cl)c2)C1 (stereo not drawn)	8	104
COc1ccc(S(=O)(=O)Nc2cccc(SC)c2)cc1OC	7	127
Cn1c(=O)[nH]c(=O)c2c1nc1n2CC(COc2ccccc2)O1 (stereo not drawn)	11	x
